# ssDAF12 agonist: S. stercoralis DAF-12 nuclear receptor activators, primary screen, cell-based, luminescence, HEK293, GRIP1 co-expression, lit1-tk-luc. activation, % at 6.8 µM. Nuclear hormone receptor DAF-12 (Strongyloides stercoralis). HEK293 ssDAF-12/GRIP1 lit1-tk-luc reporter; % of 3 µM dafachronic acid response. 1% of 370,000 active;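 active means activation above the mean over all tested compounds plus 3 SD, cut at about 0.9% in these data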;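 further: 0% = DMSO-only wells and 100% = 3 µM delta7-dafachronic acid wells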
# GC-B act: human GC-B receptor activators, primary screen, HEK293 GC-B cells, cGMP TR-FRET, EC30 CNP | 0.11% of 370,000 active | Atrial natriuretic peptide receptor 2 (Homo sapiens), P20594 | activation, % at 10 µM | AID 1920062, 2024 | 0% at EC30 CNP, 100% saturating CNP;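 active means activation at 10 µM reaching about 35% in either raw or pattern-adjusted values, limit read from the data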
# NPR1 activator: GC-A stimulated cGMP production enhancers – HEK293 GC-A cells, cGMP TR-FRET, EC30 ANP, primary screen. Atrial natriuretic peptide receptor 1 (Homo sapiens), P16066. 0% at EC30 ANP, 100% saturating ANP. activation, % at 10 µM. 0.14% of 370,000 active; in the data active means activation above about 40%
# Target sequence (P16066 whole entry, looked up): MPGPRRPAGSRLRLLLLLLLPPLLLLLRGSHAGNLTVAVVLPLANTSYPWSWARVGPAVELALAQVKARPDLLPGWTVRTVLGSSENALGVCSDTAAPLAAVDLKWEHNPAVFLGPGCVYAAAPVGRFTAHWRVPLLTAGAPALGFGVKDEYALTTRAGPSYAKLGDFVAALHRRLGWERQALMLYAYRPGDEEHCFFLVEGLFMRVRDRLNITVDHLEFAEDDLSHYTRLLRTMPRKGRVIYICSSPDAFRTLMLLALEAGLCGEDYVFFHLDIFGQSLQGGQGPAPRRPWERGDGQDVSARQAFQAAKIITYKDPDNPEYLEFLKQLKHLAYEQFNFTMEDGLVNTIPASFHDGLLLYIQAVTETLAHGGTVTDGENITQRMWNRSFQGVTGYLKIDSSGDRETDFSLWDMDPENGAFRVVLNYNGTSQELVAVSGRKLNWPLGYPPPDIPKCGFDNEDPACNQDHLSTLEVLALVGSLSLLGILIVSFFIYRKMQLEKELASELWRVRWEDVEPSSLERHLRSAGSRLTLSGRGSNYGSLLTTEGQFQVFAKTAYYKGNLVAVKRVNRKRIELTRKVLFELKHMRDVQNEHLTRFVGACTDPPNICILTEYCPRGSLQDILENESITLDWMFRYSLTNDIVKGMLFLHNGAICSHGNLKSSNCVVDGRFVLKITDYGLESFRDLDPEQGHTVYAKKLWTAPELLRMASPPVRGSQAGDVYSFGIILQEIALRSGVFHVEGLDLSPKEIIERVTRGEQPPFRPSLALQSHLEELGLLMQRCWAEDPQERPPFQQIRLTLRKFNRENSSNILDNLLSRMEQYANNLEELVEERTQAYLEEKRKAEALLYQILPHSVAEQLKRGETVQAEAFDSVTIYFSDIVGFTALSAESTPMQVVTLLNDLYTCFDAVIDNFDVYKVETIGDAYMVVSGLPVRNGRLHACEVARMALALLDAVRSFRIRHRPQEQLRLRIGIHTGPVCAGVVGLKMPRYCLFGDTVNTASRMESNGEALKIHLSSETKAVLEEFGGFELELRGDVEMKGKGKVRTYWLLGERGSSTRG
# proKLK7 act: proKLK7 zymogen activators, primary screen, biochemical, fluorescence intensity; Kallikrein-7 (Homo sapiens), P49862; purified proKLK7, EDANS-DABCYL substrate fluorescence; 100% is mature enzyme control, 0% vehicle; activation, % at 7 µM; 0.9% of 370,000 active;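 active means activation above the mean of all tested compounds plus 3 SD, computed per campaign excluding outliers beyond control limits, cut at about 13% in these data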
# DAX1 inh-1: DAX1 (NR0B1) inhibitors on StAR promoter, primary screen, cell-based, luminescence, SF-1 (NR5A1), full-length DAX-1. HEK293T StAR-luciferase reporter, SF-1/DAX-1 repression relief. inhibition, % at 6.8 µM. 1.1% of 370,000 active. AID 652010, 2013;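 active means inhibition above the mean over all tested compounds plus 3 SD, cut at about 3.6% in these data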;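 further: 0% = DAX-1 cells with DMSO and 100% = cells lacking DAX-1 with DMSO; higher inhibition means more luminescence from relief of DAX-1 repression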
# SMARCA2 activ: SMARCA2 (BRM) function activators, primary screen, cell-based, luminescence, high throughput. MG213 cells, MMTV-luciferase reporter, dexamethasone, overnight. 1% of 370,000 active. activation, % at 9.1 µM. AID 652017, 2013; in the data active means activation above about 7.8%;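 further: 0% = vehicle wells and 100% = reference activator wells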
# DAX1 inh-2: DAX1 (NR0B1) inhibitors, primary screen, cell-based, HEK293, Gal4-DAX1, luciferase luminescence; Nuclear receptor subfamily 0 group B member 1 (Homo sapiens), P51843; 0.99% of 340,000 active; HEK293 Gal4-DAX1 luciferase reporter; inhibition, % at 6.75 µM; AID 504766, 2011;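 active means inhibition above the mean over all tested compounds plus 3 SD, cut at about 4.2% in these data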;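 further: 0% = DAX1-transfected cells with DMSO and 100% = empty-vector control cells with DMSO; inhibition shows as a rise in luminescence from relieved DAX1 repression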
# hgDAF-12 ag: H. glycines DAF-12 receptor agonists, primary screen, cell-based, luminescence, HEK293, GAL4 fusion, UAS-luciferase; Nuclear hormone receptor DAF-12 (Heterodera glycines), GAL4 fusion; HEK293 GAL4-hgDAF12 UAS-luciferase reporter, agonist luminescence; normalized to butyrate control; activation, % at 6.8 µM; 1.8% of 370,000 active;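 active means activation above a cutoff set at the mean of all screened compounds plus 3 SD, cut at about 10% in these data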;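 further: 0% = DMSO wells and 100% = sodium butyrate wells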
# FXN GAA850 act: FXN promoter activators, primary screen, cell-based, luciferase luminescence, HEK293 lucGAA850; HEK293 lucGAA850 FXN promoter luciferase reporter, 24 h; percent of 10 µM SAHA response; 0.56% of 360,000 active; activation, % at 6 µM;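 active means activation above the average of all compounds screened plus 3 SD, cutoff fixed separately per campaign, cut at about 7.5% in these data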;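 further: 0% = DMSO wells and 100% = 10 µM SAHA wells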
# sPLA2-III inh: human group III sPLA2 inhibitors, primary screen, biochemical, QFRET, BODIPY PC-A2 liposome substrate; Group 3 secretory phospholipase A2 (Homo sapiens), Q9NZ20; QFRET BODIPY PC-A2 liposome hydrolysis, fluorescence; inhibition, % at 12.2 µM; 0.56% of 370,000 active; AID 743126, 2013;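 active means inhibition above mean plus 3 SD of compounds lying within the high and low control bounds, cut at about 19% in these data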;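 further: 0% = median of test compound wells and 100% = no enzyme DMSO wells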
# hcDAF12 agonist: H. contortus DAF-12 nuclear receptor activators, primary screen, cell-based, luminescence, HEK293, lit1-tk-luc reporter; HEK293 hcDAF-12 lit1-tk-luc reporter; 0% DMSO, 100% Δ7-dafachronic acid; activation, % at 6.8 µM; 1.4% of 370,000 active; AID 652067, 2013;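 active means activation above the mean of all tested compounds plus 3 SD, cut at about 5.5% in these data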;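 further: 100% = response to 3 µM Δ7-dafachronic acid high control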
# * hit, by the source's call; nt = not tested or not shown.
SMILES	hgDAF-12 ag	SMARCA2 activ	proKLK7 act	NPR1 activator	FXN GAA850 act	GC-B act	DAX1 inh-2	hcDAF12 agonist	sPLA2-III inh	DAX1 inh-1	ssDAF12 agonist
CCCN(C(=O)Cc1ccc(S(=O)(=O)N2CCOCC2)s1)c1c(N)n(Cc2ccccc2)c(=O)[nH]c1=O	1.4	-1	0.0	3	1.9	-1	0.7	-0.9	1	-1.4	-1.3
c1ccc(COc2ccc3nocc3c2)cc1	11*	5	0.1	2	4.8	1	3.6	4.1	-2	0.7	-0.7
COCCNC(=O)C(C)N1c2cccc3cccc(c23)S1(=O)=O (stereo not given)	-1.3	-2	6.9	2	0.5	4	2.0	-0.7	2	-1.1	-1.1
C[C@H](CO)N1C[C@H](C)[C@@H](CN(C)C(=O)Nc2ccccc2)Oc2ccc(NC(=O)C3CC3)cc2C1=O	-0.2	1	0.6	-1	0.8	2	0.1	-1.7	-2	-0.2	-0.8
Cc1cc(C)c(C)c(S(=O)(=O)N2CCC(C(=O)NNC(=O)c3ccccc3O)CC2)c1C	-1.9	1	-4.1	6	-0.8	5	0.0	-1.6	7	0.3	-1.1
N#CC1c2ccccc2-c2ccccc2N1C(=O)c1ccccc1 (stereo not given)	2.6	-3	-0.3	-25	-4.7	-12	0.1	0.8	-4	-2.6	-0.7
CCOC(=O)Cn1c(=O)oc2cc(S(=O)(=O)N3CCc4ccccc43)ccc21	0.7	-1	-0.1	2	-0.9	8	-0.6	0.7	-8	-0.3	-1.0
O=C(c1ccco1)N1CCN(CCOCCOc2cccc3ccccc23)CC1	-3.1	-1	-0.3	-3	2.4	-7	-0.3	-1.1	-4	0.8	-1.1
CCN(CC)S(=O)(=O)c1ccc(OC)c(NC(=O)CC2CCCC2)c1	0.1	0	-0.7	-2	1.5	1	0.1	-0.2	-6	0.1	-0.9
Clc1ccccc1Oc1cnc2ccccc2n1	1.7	0	0.0	2	5.1	1	1.9	0.7	6	0.0	-1.0
Cc1cc(C)nc(NC(=O)c2c(Cl)cccc2Cl)n1	0.2	-2	-0.7	3	2.6	3	0.0	1.9	-3	-0.4	-1.8
CCOc1cc(/C=N/NC(=O)C(=O)NCCCOC(C)C)cc(Br)c1O	-2.8	-3	-0.6	-7	0.0	-5	0.1	2.4	8	0.2	-0.9
CS(=O)(=O)c1ccc([C@@H](O)[C@@H](CO)NC(=O)C(Cl)Cl)cc1	1.3	-2	0.4	1	0.5	1	0.0	-2.0	8	-1.2	-1.4
C/C(=N\Nc1nc2ccccc2[nH]1)c1ccc(N2CCOCC2)cc1	7.5	2	0.7	-2	6.3	0	0.1	3.4	2	3.9*	0.0
O=C1Nc2ccccc2Nc2ccccc21	-1.2	-3	0.3	-3	-1.4	-12	0.4	1.4	0	-0.1	-1.3
O=C(c1ccccc1)c1ccc(Cn2cc(-c3ccccc3)nn2)cc1	-3.9	-2	0.2	-2	0.0	8	-3.3	-3.2	-20	-1.9	-2.0
CC(C)Oc1ccc(S(=O)(=O)N2CCOCC2)cc1NC(=O)C1=NN(c2ccccc2)C(=O)CC1	-1.9	-2	-1.2	10	-0.3	8	-1.2	-1.4	3	-3.2	-0.8
COc1ccccc1CN1CCN(S(=O)(=O)c2ccc(C)cc2)CC1	0.1	-3	-0.2	2	0.2	2	0.3	-0.2	-3	0.1	-0.9
CCOC(=O)C1=C(C)N(CCCC(=O)O)C(=O)NC1c1ccc(Cl)cc1 (stereo not given)	1.4	1	0.1	4	0.2	5	0.5	-0.8	6	0.2	-1.1
O=C(O)/C=C/C(=O)Nc1ccc(O)cc1	-2.5	3	0.5	-3	1.4	-1	2.1	-1.7	-9	0.5	-0.6
Cc1ccsc1C(=O)NCCC(c1ccccc1)c1ccccc1	1.1	1	0.0	-6	0.9	-8	-2.0	-1.8	-6	-0.8	-1.8
Cc1ccc(Cn2ncc3c(N4CCOCC4)ncnc32)cc1	-2.4	0	-0.2	3	-2.4	12	-1.8	-2.1	3	-0.6	-1.7
O=C1NC(NS(=O)(=O)c2ccc(Cl)cc2)(C(F)(F)F)C(=O)N1Cc1cccnc1 (stereo not given)	1.6	-2	-0.7	2	1.3	3	-0.7	2.4	5	0.3	-0.9
C/C(=N\O)c1oc2ccc3c(C)cc(=O)oc3c2c1C	-1.4	6	0.8	-11	nt	-7	nt	-1.2	0	0.0	-1.7
Cc1onc(-c2ccccc2Cl)c1C(=O)Nc1c(C)n(C)n(-c2ccccc2)c1=O	-4.9	-3	-0.2	4	-2.3	3	2.9	-1.0	5	0.1	-1.5
CCn1c(SCC(=O)Nc2ccc(S(=O)(=O)Nc3ccccn3)cc2)nnc1-c1ccncc1	-0.6	0	0.8	0	-0.2	0	-0.2	-1.4	-5	0.5	-0.8
Cc1cc(N2CCCCC2)nc(N2CCOCC2)n1	1.1	-1	-0.2	5	-0.6	-5	-0.4	-0.1	2	-0.6	-1.0
CCCn1c(CCC(=O)O)nc2cc(S(N)(=O)=O)ccc21	-0.7	-4	-0.1	3	-0.1	-1	0.7	-1.5	8	0.3	-1.0
Cc1ccc(S(=O)(=O)N2CCC(=O)N([C@H](COCc3ccccc3)Cc3ccccc3)CC2)cc1	2.6	-4	-0.7	-5	nt	-4	nt	0.9	6	2.5	-1.0
COc1ccc(C(=O)NCC(=O)N/N=C/C(C)=C/c2ccccc2)cc1OC	0.9	0	-0.3	-2	1.6	0	-0.6	-1.0	3	0.5	-0.8
COc1ccc(C2=CCCC2)c(OC)c1	-0.7	0	-0.4	0	1.9	4	1.6	0.1	11	-0.6	-1.1
Cc1cc(C)n(CC(=O)O)n1	-1.5	-4	-0.2	0	0.8	2	1.7	-2.7	10	-0.3	-0.4
Cn1cccc1/C=N/NC(=O)Cc1cccs1	4.0	1	0.2	-4	3.7	3	nt	0.3	-2	0.2	-1.1
Nc1nncn1C(=O)c1cc(Br)ccc1Cl	0.1	2	0.2	-1	2.1	3	0.2	-0.8	11	0.2	-1.0
CC(C)C(=O)Nc1cc2c(cc1C(=O)c1ccccc1)OCCO2	0.2	-1	0.0	0	-1.1	4	-0.6	0.0	5	-1.3	-1.4
COc1ccccc1CNC(=O)CS(=O)(=O)c1ccc(C)cc1	-0.5	-2	-0.7	2	0.6	-4	0.9	-0.5	-2	-0.1	-0.5
CC(=O)Cc1nsc(NC(=O)c2ccc(Cl)cc2Cl)n1	0.3	7	0.0	2	3.5	-3	-0.6	0.0	-16	-0.3	-1.7
CNC(=O)NC(=O)COC(=O)c1ccccc1OCc1ccccc1	5.2	1	-0.2	1	-1.3	-4	0.0	1.4	-7	0.4	-1.4
Cc1cccc(N2CCN(C(=O)CCCn3c(=O)c4cccn4c4cccnc43)CC2)c1C	-0.6	-1	0.2	-1	-0.1	-8	0.2	-2.0	3	-0.4	-1.1
CC(C)CCN(C(=S)NC(=O)C1CCCCC1)c1c(N)n(Cc2ccccc2)c(=O)[nH]c1=O	0.7	-3	0.1	-2	-1.5	-1	1.7	-2.4	10	1.1	-1.6
Cc1onc(-c2c(Cl)cccc2Cl)c1NC(=O)NN(C)c1ccc([N+](=O)[O-])cn1	-2.2	-4	0.6	-5	1.8	2	1.7	0.6	13	-0.3	-1.2
COc1ccc(-c2nc(CS(=O)CC(=O)N3CCOCC3)c(C)o2)cc1OC (stereo not given)	1.5	-1	-1.8	4	0.6	5	0.2	1.9	6	-0.5	-1.2
O=C(Nc1cccnc1)c1cc(-c2cccc(Cl)c2)on1	-1.9	-2	0.4	1	1.3	-9	0.9	2.6	-3	-0.2	-0.6
COc1ccc(NC(=O)C(=O)N/N=C(\C)CC(=O)Nc2cc(C)ccn2)c(OC)c1	1.5	-1	-2.0	-2	0.6	2	0.1	-0.1	2	-0.5	-1.0
Cc1ccccc1CN1CCN(CC2CC2)CC1CCO (stereo not given)	1.8	-2	-0.6	0	1.6	2	-0.8	1.3	0	0.3	-1.7
Cc1cccc(NC(=O)c2ccc3c(c2)C(=O)N(Cc2cccnc2)C3=O)c1C	1.9	-1	0.1	3	1.5	-2	0.6	0.6	6	-0.4	-1.1
COc1ccccc1C(=O)NCC(=O)Nc1ccc2c(c1)OCO2	-1.2	0	-0.3	-1	0.2	1	-0.5	-1.5	11	0.1	-0.8
COc1ccc(NCC(=O)N/N=C2\CCc3ccccc32)cc1	0.5	0	0.4	-3	1.8	1	0.2	3.5	1	-0.3	-0.3
CC1CCCN(S(=O)(=O)c2cccc(C(=O)OCC(=O)N(C)Cc3c(F)cccc3Cl)c2)C1 (stereo not given)	2.8	-3	0.1	-2	0.6	2	-1.1	-0.7	-1	1.3	-1.4
CCCC(=O)OCC(=O)c1[nH]c(C)c(C(C)=O)c1C	4.0	-3	-0.6	3	0.5	1	-0.7	-0.5	2	0.5	-0.5
COc1ccccc1C(=O)NCCC(=O)N1CCN(c2ccccc2O)CC1	-1.2	-4	0.6	1	3.0	7	1.2	1.0	1	-0.8	-1.3
COc1ccc(C(=O)N=C2SC3CS(=O)(=O)CC3N2Cc2ccccc2)cc1OC (stereo not given)	-1.7	-2	0.2	-1	3.9	-3	0.2	-2.5	2	-0.4	-0.9
O=C(CN(C(=O)c1ccc2c(c1)OCCO2)c1ccccc1)NCC1CCCO1 (stereo not given)	-1.5	3	-0.7	1	-1.5	3	-1.1	-1.0	6	-0.3	-1.1
CCCCOC(=O)Nc1nnc(CC(=O)NCc2ccccc2)s1	-1.3	0	0.0	-1	1.3	0	-0.2	-0.7	-8	0.4	-1.0
COc1ccccc1Oc1coc2cc(OCC(N)=O)ccc2c1=O	1.4	1	-1.2	0	1.6	0	-0.7	-1.0	6	0.5	0.0

# Reprinted at random: two entries already listed, in no set order.
SMILES	hgDAF-12 ag	SMARCA2 activ	proKLK7 act	NPR1 activator	FXN GAA850 act	GC-B act	DAX1 inh-2	hcDAF12 agonist	sPLA2-III inh	DAX1 inh-1	ssDAF12 agonist
Nc1nncn1C(=O)c1cc(Br)ccc1Cl	0.1	2	0.2	-1	2.1	3	0.2	-0.8	11	0.2	-1.0
CNC(=O)NC(=O)COC(=O)c1ccccc1OCc1ccccc1	5.2	1	-0.2	1	-1.3	-4	0.0	1.4	-7	0.4	-1.4
